# mcGAS MS inh – blocks mouse cGAS cGAMP production | hit rate 0.18% among 130,000 | recombinant mouse cGAS, cGAMP by RapidFire MS | inhibition, % at 12.5 µM;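 active = inhibition of cGAS enzyme activity at or above 60%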;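 also: enzyme stimulated by 45 bp dsDNA with ATP and GTP substrates; cGAMP share of summed cGAMP plus half ATP and half GTP signals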
# Target sequence (Q8C6L5 whole entry, looked up): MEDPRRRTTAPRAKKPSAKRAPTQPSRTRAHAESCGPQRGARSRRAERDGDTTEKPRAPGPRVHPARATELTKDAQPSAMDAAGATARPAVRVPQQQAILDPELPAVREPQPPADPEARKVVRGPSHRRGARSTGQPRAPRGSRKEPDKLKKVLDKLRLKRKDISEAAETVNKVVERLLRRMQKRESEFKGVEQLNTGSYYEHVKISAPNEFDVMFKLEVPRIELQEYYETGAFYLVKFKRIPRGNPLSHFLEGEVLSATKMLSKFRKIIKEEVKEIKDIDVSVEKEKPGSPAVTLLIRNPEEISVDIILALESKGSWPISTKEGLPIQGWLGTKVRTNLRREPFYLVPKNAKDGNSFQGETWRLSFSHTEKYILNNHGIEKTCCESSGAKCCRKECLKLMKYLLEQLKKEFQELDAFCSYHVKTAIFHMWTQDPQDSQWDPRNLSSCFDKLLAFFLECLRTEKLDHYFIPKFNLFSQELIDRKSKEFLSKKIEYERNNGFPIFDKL
# Starred values were filed as active, the others as inactive; & = joins results of further samples.
no.	mcGAS MS inh	SMILES
1	-3	CC1(C(=O)NS(=O)(=O)c2cccc(C#N)c2)CCN1C(=O)C1(c2ccc(Cl)cc2)CC1 (stereo unspecified)
2	-2	O=C(N/N=C\c1ccccc1)c1ccc(=O)[nH]n1
3	-10	CC(C)(CNC(=O)N1CCC2(CC1)OCCO2)c1ccc(Cl)cc1
4	6	COc1ccc(Br)cc1C1SCCN1S(C)(=O)=O (stereo unspecified)
5	-3	Cc1nc2nc(CC(=O)N3CCOCC3)nn2c(C)c1Cl
6	3	CC1(C)CC(NS(=O)(=O)CC23CCC(CC2=O)C3(C)C)CC(C)(C)N1 (stereo unspecified)
7	2	Cc1cc(C)c(S(=O)(=O)NCc2ccccc2Cl)cc1C
8	2	O=C(CNc1cccc(Br)c1)Nc1ccc(Cl)cc1
9	-36	Cc1nc(C)c(CC(=O)N(C)C(C)c2ccccn2)s1 (stereo unspecified)
10	-9	Cc1c(Br)cccc1NC(=O)C1(C)CCN1Cc1ccsc1 (stereo unspecified)
11	0	Cc1ccnc(NC(=O)c2cc(Cl)ccc2F)c1
12	-7	Cc1ccc(C(CNc2cccc(F)c2C#N)N2CCOCC2)o1 (stereo unspecified)
13	4	CN(C(=O)c1cc(-c2cccn2C)n[nH]1)C1CCCN(Cc2ccccc2F)C1 (stereo unspecified)
14	-11	CC(C)c1nc(CNC(=O)c2ccc(NC[C@H]3C[C@H]4C=C[C@H]3C43CC3)nc2)no1
15	5	c1ccc(CNc2cc(-c3cnccn3)c3cc[nH]c3n2)nc1
16	-6	COc1ccc(C2C(C(=O)Nc3ccccc3)=C(C)Nc3nc(CCCO)nn32)cc1OC (stereo unspecified)
17	4	Cc1c(Cl)cccc1N=Cc1nc(-c2cccc3ccccc23)oc1O
18	-6	CN(C)C(CNS(=O)(=O)/C=C/c1ccccc1)c1ccco1 (stereo unspecified)
19	43	O=C1Nc2ccccc2C12CCCN(Cc1cc(-c3ccccn3)no1)C2 (stereo unspecified)
20	-4	O=C(N=Nc1c(O)[nH]c2ccccc12)c1ccc(Br)cc1
21	-6	CC(=O)C1=C(Nc2ccc(Br)cc2)CC(C)(O)C(C(C)=O)C1c1ccccc1 (stereo unspecified)
22	3	OCC1OC(Nc2ccc(Cl)cc2)C(O)C(O)C1O (stereo unspecified)
23	-6	CCc1nnsc1C(=O)NC(C)C12CC3CC(CC(C3)C1)C2 (stereo unspecified)
24	-9	CCOC(=O)N1CCN(CC2=CCC3CC2C3(C)C)CC1 (stereo unspecified)
25	-5	COc1ccc(C2c3ccsc3CCN2C(=O)CNC(C)C)cc1 (stereo unspecified)
26	-5	CC(CCc1ccccc1)Nc1ncnc(-n2cccn2)c1N (stereo unspecified)
27	-3	CC(C)c1nc(CNC(=O)N(C)C(C)c2cccnc2)cs1 (stereo unspecified)
28	-3	Cc1nc(SCCNC(=O)c2csc3nc(-c4ccccc4)cn23)n[nH]1
29	-9	COC(=O)C1CCN(C(=O)COC(=O)c2cccc(OC)c2O)CC1
30	-15	CC1CCc2[nH]nc(C(=O)N(C)CCc3noc(C4CC4)n3)c2C1 (stereo unspecified)
31	-3	O=C(CC(c1ccccc1)c1ccccc1Cl)N1CCOCC1 (stereo unspecified)
32	9	CC(C(=O)NC1CCCCCC1)n1c(=O)c2c(ncn2C)n(C)c1=O (stereo unspecified)
33	-1	CCc1ccsc1C(=O)NCc1nnc(C)n1C
34	-7	O=C(CCC(=O)N1C[C@H]2CC[C@H]1C2)NC1CCCCCCC1
35	-14	COc1ncc(-c2c(-c3ccccc3)ncn2CCCN2CCCC2)cn1
36	-4	Cc1nc(SCC(=O)NCCc2ccc(C(C)C)cc2)n[nH]1
37	-9	O=C(NC1CC(=O)N(Cc2ccccc2C(F)(F)F)C1)c1cnccn1 (stereo unspecified)
38	6	O=c1c2c3n(nnc-2nn1-c1ccccc1)CCC3
39	-1	Cc1ccc(-n2ccnc2SCC(=O)NC(C)(C#N)C2CC2)cc1C (stereo unspecified)
40	-5	O=C(CC(c1cccc(O)c1)c1ccccc1Cl)NC1CCC(O)CC1 (stereo unspecified)
41	-15	Clc1ccccc1CNCC1CCC(CNCc2ccccc2Cl)CC1 (stereo unspecified)
42	1	Fc1cnc(N2CCc3ccccc32)nc1N1CCc2ccccc21
43	-21	CC1(c2ccc(F)cc2)C=C(c2ccc(F)cc2)n2nc(C(F)(F)F)nc2N1 (stereo unspecified)
44	-8	O=C(NC1CCCC1)c1ccc(OC2CCN(C(=O)C3CC34CCC4)CC2)c(Cl)c1 (stereo unspecified)
45	-5	CC1CN(c2ccccc2)c2nc3c(c(=O)n(CCCO)c(=O)n3C)n2C1 (stereo unspecified)
46	-4	Cc1cc(=O)[nH]c(NNC(=S)NC2CCCCC2)n1
47	-11	CCc1nc2oc3ccccc3c(=O)c2c(=O)n1Cc1ccccc1
48	0	CCOCCC(=O)Nc1nc2ccc(Br)cc2[nH]1
49	3	CCCCN(C(=O)C1(C)Cc2ccccc2C(=O)O1)c1ccccc1 (stereo unspecified)
50	-5	CC(C)N1CCC(CN2CCN3CCN(C)CC3C2)CC1 (stereo unspecified)

# Following part.
no.	mcGAS MS inh	SMILES
51	-6	CC(C)CNC(=O)CN1CCN(Cn2nc(Nc3ccccc3Cl)sc2=S)CC1
52	-4	CN(Cc1ccc(-c2nn[nH]n2)cc1)C(=O)c1ccn(C)c(=O)c1
53	-8	Cc1ccc(C)c(C(C)NC(=O)COc2cccc(NC(=O)C3CC3)c2)c1 (stereo unspecified)
54	-11	CN(C)C(=O)COc1ccccc1C(=O)Nc1ccc(Cl)c2ncccc12
55	2	O=S(=O)(Cc1ccc(F)c(Cl)c1)N1CCN(Cc2nccn2C(F)F)CC1
56	0	N#Cc1cccc(NC(=O)CSCc2ccc(Cl)cc2)c1
57	-2	COc1ccc(Br)c(C(=O)Nc2ccc3c(c2)C(=O)N2CCCCC2CCO3)c1 (stereo unspecified)
58	-10	CCCC(C)(C)C(=O)N1CCC1(C)C(=O)NS(=O)(=O)c1ccc(OC)c(OC)c1 (stereo unspecified)
59	-7	Cc1ccc(Sc2ccc(NC(=O)C3CCN(C(N)=O)CC3)cc2)c(C)c1
60	-3	CN(C(=O)OC(C)(C)C)C1CCN(CC(O)c2ccccc2)CC1 (stereo unspecified)

# Along the list, quoted from above:
# mcGAS MS inh, entries 51–57: -6, -4, -8, -11, 2, 0, -2

# Next compounds follow.
no.	mcGAS MS inh	SMILES
61	-4	COc1ccc(-n2ccc3nc(N4CCCCC4)ncc3c2=O)cc1
62	-25	CCOC(=O)c1c(N)sc2c1CC(C)(C)OC2
63	-15	Cc1ccc(C2(O)C[n+]3ccccc3N2C2CCCCC2)cc1 (stereo unspecified)
64	-3	C=CCN(Cc1ccco1)Cc1c(C)cc(C)c(CO)c1C
65	-2	O=C(NCCC(=O)N1CCOCC1)c1ccc2ccccc2c1
66	-10	Cc1ccccc1Cn1nc(-c2ccccc2)ccc1=O
67	-3	Cc1nn(S(=O)(=O)c2ccc(F)cc2)c(C)c1S(=O)(=O)N1CCCCC1
68	5	Cc1ccc(-c2c(NC(C)(C)C)c(=O)c2=O)cc1C
69	-4	Cc1cc(NC(=O)CSCCOc2cccc(Br)c2)no1
70	-8	O=C(CNC(=O)c1ccc2ccccc2n1)NC1CCCCC1
71	7	O=C(CCCn1nnnc1CN1CCOCC1)N1CCC(c2ccccc2Cl)C1 (stereo unspecified)
72	-45	COc1cccc(OC)c1-c1n[nH]c2ccc(C)cc12
73	-2	COc1ccc(NC(=O)N2Cc3ccccc3C2)cc1Br
74	-3	CSCC(=O)N(Cc1ccccn1)Cc1ccccc1C
75	-8	O=C(NS(=O)(=O)C1CCCC1)c1ccc(F)c(F)c1
76	-13	CC(C)CC(NC(=O)C(C)N1C(=O)c2ccccc2C1=O)c1cccs1 (stereo unspecified)
77	-4	Cc1sc2nc(C(C)OC(=O)C3CC3C)[nH]c(=O)c2c1C (stereo unspecified)
78	-7	CCOc1ccc(OCC(=O)Nn2cnc3c(cnn3-c3ccc(C)c(C)c3)c2=O)cc1
79	-2	COc1ccc(S(=O)(=O)N2CCCC(C(=O)NCC(=O)NC(C)C)C2)cc1 (stereo unspecified)
80	-4&27	O=C(Sc1nccc(=O)[nH]1)c1ccc(Cl)cc1

# 3 entries out of the list above, arranged by the number in mcGAS MS inh, descending:
item | structure | mcGAS MS inh
65 | O=C(NCCC(=O)N1CCOCC1)c1ccc2ccccc2c1 | -2
25 | COc1ccc(C2c3ccsc3CCN2C(=O)CNC(C)C)cc1 (stereo unspecified) | -5
29 | COC(=O)C1CCN(C(=O)COC(=O)c2cccc(OC)c2O)CC1 | -9

# (further entries)
no.	mcGAS MS inh	SMILES
81	0	CC1CCC2(CC1)NC(=O)N(CC(=O)NCCN1C(=O)SC(=Cc3ccccc3)C1=O)C2=O (stereo unspecified)
82	-3	Cc1ccccc1C(O)CNC(=O)NCc1sccc1C (stereo unspecified)
83	-14	COc1ccc(-c2nn(-c3cc(C)ccc3C)c(OC(C)=O)c2-c2ccc(N)cc2)c(OC)c1
84	4	Cc1cccc(N2CCN(CCCNc3cnn(C)c(=O)c3Cl)CC2)c1
85	13	COc1ccccc1CNC(=O)C(=O)Nc1cc2c3c(c1)C(C)C(=O)N3CCC2 (stereo unspecified)
86	-3	Cc1ccc(N=Cc2nc(-c3cccc4ccccc34)oc2O)c(Br)c1
87	-2	CCN(CCC(F)(F)F)C(=O)NCc1ccc(CS(C)(=O)=O)cc1
88	-7	COc1ccc(-c2[nH]ncc2CN2CCC(Oc3cccnc3)CC2)c(OC)c1
89	-16	O=C(Cc1ccc2c(c1)OCO2)N1CCCC(CO)(CCOc2ccccc2)C1 (stereo unspecified)
90	-2	CCCOc1ccc2c(c1)OCC(C(=O)NC(C)Cn1ccnc1)=C2 (stereo unspecified)
91	-6	COCCCn1ccnc1-c1cccc2ccccc12
92	-5	O=c1[nH]nnn1-c1ccccc1Cl
93	3	FC(F)(F)c1cc(Nc2ncnc3sccc23)ccc1Br
94	-3	CCn1nnc2c(SCC(=O)N3CCCCCC3)ncnc21
95	-4	COc1ccc(S(=O)(=O)NCCNc2ccc(Nc3ccncc3)nn2)cc1
96	-14	CNC(=O)[C@@H]1C[C@@H](N)CN1C(=O)[C@@H](OC)c1ccccc1
97	1	Cc1ccc(S(=O)(=O)N2CCN(Cn3ncsc3=S)CC2)cc1C
98	-3	CC1CCCN(Cc2nc3c(c(=O)n(C)c(=O)n3C)n2Cc2c(F)cccc2Cl)C1 (stereo unspecified)
99	-15	Cc1cnc(C(=O)N2CCC(c3cc(-c4ccccc4Cl)n[nH]3)CC2)cn1
100	-31	Cn1cc(C2CC2C(=O)NS(=O)(=O)c2cccc(C#N)c2)cn1 (stereo unspecified)

# Reprinted from the part before: six compounds, then new ones.
no.	mcGAS MS inh	SMILES
95	-4	COc1ccc(S(=O)(=O)NCCNc2ccc(Nc3ccncc3)nn2)cc1
96	-14	CNC(=O)[C@@H]1C[C@@H](N)CN1C(=O)[C@@H](OC)c1ccccc1
97	1	Cc1ccc(S(=O)(=O)N2CCN(Cn3ncsc3=S)CC2)cc1C
98	-3	CC1CCCN(Cc2nc3c(c(=O)n(C)c(=O)n3C)n2Cc2c(F)cccc2Cl)C1 (stereo unspecified)
99	-15	Cc1cnc(C(=O)N2CCC(c3cc(-c4ccccc4Cl)n[nH]3)CC2)cn1
100	-31	Cn1cc(C2CC2C(=O)NS(=O)(=O)c2cccc(C#N)c2)cn1 (stereo unspecified)
101	-5	Cc1ccc(CC(=O)NCCc2cc(F)cc3c2OCOC3)cc1
102	18	O=C(NCc1nnnn1C1CCCCC1)Nc1ccc(Cl)cc1
103	-6	CS(=O)(=O)Oc1ccc(CNCC2CCCO2)cc1 (stereo unspecified)
104	-5	CCOC(=O)c1c(NC(=O)c2nc3ccccc3s2)sc2c1CCN(C(=O)OCC)C2
105	3	O=C(Nc1nnc(C2CC2)s1)c1ccc(F)cc1Br
106	-12	Cc1cc(C)n(C2CCN(Cc3ccc(Sc4nncn4C)o3)C2)n1 (stereo unspecified)
107	-25	Cc1cc(-c2ccc(NC3=NCCCS3)cc2)nc2ccccc12
108	-4	CCCn1c(N)c(C(=O)CSc2ccccn2)c(=O)[nH]c1=O
109	-1	CC(C)C1CN(Cc2nccs2)CCC(=O)N1Cc1ccc(F)cc1 (stereo unspecified)
110	-7	Cc1ccc2cc(C3(O)CCN(C(=O)C4CCOC4)CC3)ccc2n1 (stereo unspecified)

# 3 compounds out of the list, ordered by heavy-atom count, smallest number first.
no.	mcGAS MS inh	SMILES
12	-7	Cc1ccc(C(CNc2cccc(F)c2C#N)N2CCOCC2)o1 (stereo unspecified)
51	-6	CC(C)CNC(=O)CN1CCN(Cn2nc(Nc3ccccc3Cl)sc2=S)CC1
81	0	CC1CCC2(CC1)NC(=O)N(CC(=O)NCCN1C(=O)SC(=Cc3ccccc3)C1=O)C2=O (stereo unspecified)

# The list continues.
no.	mcGAS MS inh	SMILES
111	-1	CCn1c2c(=O)[nH]c(=O)n(C)c2n2c(-c3cc(Br)ccc3OC)nnc12
112	6	COc1ccc(OC)c(-c2cccnc2F)c1
113	3	O=C(O)C1CCN(C(=O)Cn2nnc3ccccc32)CC1
114	-9	Cc1cccc(C)c1Cn1c(C)c(C(=O)NCc2ccc3c(c2)OCCO3)sc1=O
115	-9	Cc1ccc(S(=O)(=O)Nc2cccnc2N2CCSCC2)cc1
116	-9	O=C(OCc1ccccc1)N1CCC(CNc2cnc3ccccc3c2)CC1
117	-7	CCCCn1c(=O)c2c(nc3n(CC(=O)OCC)c(C)cn23)n(C)c1=O
118	9	CC1(C(=O)N2CCCc3cc(F)ccc32)CC1(Cl)Cl (stereo unspecified)
119	-6	COc1ccc(CC(=O)NCC2CCCN(C/C=C/c3ccc(F)cc3)C2)cc1 (stereo unspecified)
120	25	COc1ccc2cc(CN3[C@@H]4CC[C@H]3CN(C)C(=O)C4)c(=O)[nH]c2c1
121	-4	Cc1ccc(C(C)C)cc1S(=O)(=O)NC1CC(C)(C)NC(C)(C)C1
122	-20	c1ccc(CCn2ccnc2-c2cc3ccccc3o2)nc1
123	-9	Cc1nc2n(n1)C(=O)C(C(c1ccc(Br)cc1)N1CCC(C)CC1)S2 (stereo unspecified)
124	-2	CS(=O)(=O)c1ccc(C(=O)Nc2ncc(Cc3ccc(C(F)(F)F)cc3)s2)cc1
125	-4	CCOc1ccc(C(N)P(=O)(O)O)cc1 (stereo unspecified)

# An excerpt; the hit share may differ from the screen's.
